Jurkat NFkB inh = lowers PMA/ionomycin-induced NF-kB signal in Jurkat cells; PMA/ionomycin-induced NF-kB luciferase reporter, luminescence; inhibition, % at 4 µM; 330,000 tested, 0.53% active; in the data active = inhibition above about 50%
UBC13 polyUb = blocks human UBC13 polyubiquitin chain formation; 330,000 tested, 0.47% active; P61088; inhibition, % at 20 µM; TR-FRET; AID 485273; in the data active = inhibition above about 45%, passing the limit was not always enough
Target sequence (P61088 whole entry, looked up): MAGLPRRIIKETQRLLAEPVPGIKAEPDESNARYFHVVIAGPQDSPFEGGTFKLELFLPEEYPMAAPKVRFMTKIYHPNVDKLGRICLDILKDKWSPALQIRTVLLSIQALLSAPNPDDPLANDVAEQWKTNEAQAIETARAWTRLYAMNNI
EBI2 block = blocks human EBI2 receptor beta-arrestin signaling; 360,000 tested, 0.81% active; P32249; inhibition, % at 5 µM; EBI2 beta-arrestin recruitment, luminescence, 7a,25-OHC stimulated; AID 651636; in the data active = inhibition above about 38%;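 also: enzyme fragment complementation signal reports receptor beta-arrestin coupling in cells; 0% = agonist plus DMSO wells and 100% = wells without agonist; some results beyond the cut were filed as inactive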
CXCR6 inh = inhibitors of human CXCR6 receptor; O00574; CHO-K1 PathHunter CXCR6 beta-arrestin, luminescence; inhibition, % at 20 µM; 360,000 tested, 0.36% active; AID 602244; in the data active = inhibition above about 34%, passing the limit was not always enough;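 also: antagonist mode with CXCL16 agonist at 10 nM final; 0% = 10 nM CXCL16 with DMSO and 100% = unstimulated wells without agonist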
Target sequence (O00574 whole entry, looked up): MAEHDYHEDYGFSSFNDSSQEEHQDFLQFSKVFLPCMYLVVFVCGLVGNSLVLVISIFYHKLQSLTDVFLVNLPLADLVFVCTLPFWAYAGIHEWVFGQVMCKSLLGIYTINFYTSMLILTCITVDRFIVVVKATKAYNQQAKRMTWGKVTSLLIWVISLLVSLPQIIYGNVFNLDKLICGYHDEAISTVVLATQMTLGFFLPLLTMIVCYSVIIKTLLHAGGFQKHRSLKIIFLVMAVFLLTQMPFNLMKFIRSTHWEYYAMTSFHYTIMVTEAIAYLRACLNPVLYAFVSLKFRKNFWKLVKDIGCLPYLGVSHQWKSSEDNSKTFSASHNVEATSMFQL
CCR6 antag = antagonists of human CCR6 receptor; AID 493098; 340,000 tested, 0.49% active; inhibition, % at 20 µM; CHO-K1 CCR6 PathHunter beta-arrestin, luminescence, CCL20-stimulated;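 active = compounds whose inhibition of the agonist-driven luminescence signal at 20 µM reaches about 50%, limit read from the data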;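 also: cells stimulated with CCL20 at 14 nM final; plate controls were DMSO with CCL20 for no effect and DMSO without agonist for full effect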
APJ antag = APJ receptor antagonism; P35414; CHO-K1 APJ beta-arrestin complementation, luminescence; inhibition, % at 20 µM; 330,000 tested, 0.32% active;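 active = inhibition above about 40% at 20 µM, limit read from the data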;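 also: cells challenged with 10 nM apelin-13 agonist together with compound; plate controls were apelin-13 plus DMSO wells for no effect and DMSO wells lacking apelin-13 for full effect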
Target sequence (P35414 whole entry, looked up): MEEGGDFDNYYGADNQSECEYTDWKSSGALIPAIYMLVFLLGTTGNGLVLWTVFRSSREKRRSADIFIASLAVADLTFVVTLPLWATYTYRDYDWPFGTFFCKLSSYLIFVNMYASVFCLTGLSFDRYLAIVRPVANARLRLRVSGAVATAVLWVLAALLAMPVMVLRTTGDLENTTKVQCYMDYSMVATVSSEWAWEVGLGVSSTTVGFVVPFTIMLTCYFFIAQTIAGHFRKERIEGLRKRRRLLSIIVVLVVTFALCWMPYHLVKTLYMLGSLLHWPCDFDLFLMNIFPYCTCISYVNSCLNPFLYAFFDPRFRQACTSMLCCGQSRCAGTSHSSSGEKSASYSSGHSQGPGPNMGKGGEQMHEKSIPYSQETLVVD
697 NFkB inh = lowers PMA/ionomycin-induced NF-kB signal in 697 B cells | 697 B-cell NF-kB luciferase reporter, 16 h | inhibition, % at 4 µM | 330,000 tested, 0.33% active | AID 435022; in the data active = inhibition above about 35%
Gli-Sufu block = antagonists of Gli-Sufu signaling | inhibition, % at 5 µM | AID 588413 | 340,000 tested, 0.74% active | Sufu-KO-LIGHT fibroblasts, Gli luciferase reporter luminescence;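 active = inhibition above about 55%, limit read from the data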;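 also: 0% = DMSO-treated cells and 100% = wells with medium but no cells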
The depositor's hits bear a star; . = no result given.

SMILES	Jurkat NFkB inh	UBC13 polyUb	EBI2 block	CXCR6 inh	CCR6 antag	APJ antag	697 NFkB inh	Gli-Sufu block
N#CCCN(C(=O)Nc1ccccc1)c1ccccc1	-0.9	1.2	-9.0	-6.6	8.0	4.2	-6.1	-4.1
COc1cc(OC)c2c(-c3cccc(-c4ccc(OC(F)(F)F)cc4)c3)cc(=O)oc2c1	.	.	23.2	0.9	23.9	.	3.9	1.4
Cc1nn(C)c(=S)[nH]c1=S	.	.	-11.0	13.1	29.7	.	.	11.2
COc1cc2c(cc1OC)C(C)N(C(=O)Nc1ccccc1)CC2 (stereo unspecified)	34.4	7.7	-16.1	-10.4	6.6	10.4	-31.2	-10.8
COCCCNC(=O)CCc1ccccc1	-0.4	3.2	-16.5	-5.6	11.1	-1.3	-3.6	-3.3
O=C(O)Cc1ccc(NC(=O)C2CC=CCC2C(=O)O)cc1 (stereo unspecified)	-6.2	2.8	.	.	.	-7.3	12.0	.
CCC(C)NC(=O)CNC(=O)Cn1c(C)cc2ccccc2c1=O (stereo unspecified)	5.2	-6.8	-7.3	3.1	8.9	-1.6	-10.6	0.6
COC(=O)[C@]12C(=O)NC[C@H](CN1c1ccc(C(F)(F)F)cc1)N2C	-2.0	-3.1	-2.3	-8.0	-3.0	-0.7	-8.6	3.2
O=C(CSCc1ccc(Cl)cc1)Nc1ccc(-c2nnc(-c3ccccc3)o2)cc1	2.9	-21.9	-19.2	-16.7	-13.7	45.1*	-25.0	-27.0
COc1ccc(N(C)C(=O)CCS(=O)(=O)c2cccc3nonc23)c(OC)c1	10.5	2.1	3.4	-9.9	-16.0	2.1	7.5	4.2
OCC(O)C(O)CC1SCCS1 (stereo unspecified)	.	.	0.9	1.8	3.2	.	.	3.1
CC(CC(=O)Nc1ccccc1)NCCCN1CCCC1=O (stereo unspecified)	-9.5	4.0	11.5	-6.8	0.6	-4.5	-0.8	8.7
Cc1cc(C)nc(Nc2ncc(O)n2-c2ccc(C)c(Cl)c2)n1	9.7	3.7	-8.7	0.7	-1.6	0.3	4.1	1.5
COCC1CCN(C(=O)CCc2nnc(CCCCc3ccccc3)o2)CC1	-1.2	-0.5	-1.8	-1.5	2.2	0.5	-12.4	2.4
CCOC(=O)Cc1csc(/N=C/c2c(O)n(-c3ccc(C)c(C)c3)c(=O)c3ccccc23)n1	21.2	5.4	6.2	0.7	10.1	0.8	13.3	14.3
COc1cc(N)c(Cl)cc1C(=O)OCC(=O)Nc1cccnc1Cl	2.2	0.8	-13.6	2.6	-0.9	-2.7	5.1	2.1
CCOC(=O)CSc1nnc(CSc2nc(C)cc(C)n2)n1Cc1ccco1	-20.3	-2.8	-9.5	-6.2	3.8	-4.8	-8.5	2.9
CN(Cc1ccccc1)C(=O)C1CCCN1S(=O)(=O)c1ccc(Cl)cc1 (stereo unspecified)	12.2	9.5	13.9	3.2	8.5	15.1	18.4	5.9
O=c1oc(C2(O)CCCCC2)cc2ccc(Br)cc12	-7.8	23.9	19.4	-4.9	16.9	-1.3	1.4	15.1
Cc1cc(C)c(C(=O)NC2CCCc3c2cnn3-c2cccc(C)c2C)o1 (stereo unspecified)	20.4	5.3	6.7	0.6	8.7	-23.2	-276.1	1.5
CC(C)C(C)(C#N)NC(=O)CSc1nc2scc(-c3ccco3)c2c(=O)n1-c1ccccc1 (stereo unspecified)	-11.6	-12.1	7.6	-3.4	5.1	28.2	-21.4	4.5
CC(C)CC(NC(=O)OC(C)(C)C)C(=O)NCc1ccccc1 (stereo unspecified)	-1.4	-2.5	-3.4	11.8	-7.5	8.3	-8.9	6.4
CSc1nc(-c2ccccc2)c2cc(Cl)ccc2n1	6.4	42.6	-1.2	3.5	15.9	-6.3	-20.7	7.2
CCCCC(=O)Nc1ccc(C(=O)Nc2ccc(S(=O)(=O)Nc3nccc(C)n3)cc2)cc1	6.9	-2.4	-9.1	-1.4	-17.2	-21.5	8.9	-1.1
CCCC(=O)N1CCN(c2nc(CC(C)C)c3c(c2C#N)CCC3)CC1	-10.3	16.0	-1.5	3.8	19.9	-2.2	-15.7	5.2
Cc1ccc(Nc2nc(C)cc(C)c2C(N)=O)c(C)c1	5.4	-3.4	-10.6	9.0	-0.7	11.4	13.7	4.0
CC(=O)N1C(=O)C2(C(C#N)=C(N)Oc3n[nH]c(-c4ccccn4)c32)c2ccccc21 (stereo unspecified)	2.7	1.0	4.9	1.9	10.1	7.6	-6.9	-4.7
COc1ccc(-c2nnc(SCC(=O)N3CCCC3)o2)c(OC)c1	-27.1	-0.7	8.4	16.5	0.6	6.4	-37.0	3.0
CCOc1ccc(CCNC(=O)c2cc(-c3ccccc3)c(N3CCOCC3)s2)cc1	4.3	-3.7	27.3	6.8	-1.7	-12.3	-3.2	6.9
O=C(CCN1C(=O)c2ccccc2C1=O)C1=NN[C@@H]2C(=O)N(c3cccc(Cl)c3)C(=O)[C@H]12	-1.6	-6.1	-6.5	-4.0	-2.1	-1.5	9.9	-17.6
Fc1ccc(-n2c(Cn3nnc4ccccc43)n[nH]c2=S)cc1	6.9	-2.8	15.5	0.6	-8.0	-0.6	22.3	0.5
COc1cc(C)ccc1S(=O)(=O)n1nc(C)cc1C	-0.4	4.8	-6.1	6.3	6.3	3.3	5.2	18.2
COC(C(=O)Nc1ccnn1C1CCN(Cc2nccs2)CC1)c1ccccc1 (stereo unspecified)	4.7	-1.8	4.1	-3.0	12.2	11.6	20.0	25.5
Cc1ccccc1-n1c(SCC(=O)N2CCCCC2)nc(O)cc1=O	-8.2	-1.3	-2.5	-0.3	16.0	5.3	20.1	-4.6
Cc1ccc(S(=O)(=O)N(C)CC(=O)OCC(=O)N2CCN(c3ccccc3)CC2)cc1	2.8	2.8	-0.4	-6.0	9.7	0.5	18.6	-0.5
O=C(/C=C\NCC(=O)c1ccccc1)c1ccc2ccccc2c1	-24.6	-9.0	-4.0	8.0	35.6	-6.6	-14.5	-9.1
Cn1/c(=N/N=C/c2ccc(Cl)c([N+](=O)[O-])c2)sc2ccccc21	-22.7	6.3	-12.5	3.2	-1.7	-2.6	-0.4	26.6
CC(C)c1cc(-c2cc(-c3ccc(Cl)cc3)on2)nc(NC2CCCC2)n1	10.2	8.0	-3.9	-10.7	12.2	5.0	14.3	10.8
C/C(=N\NC(=O)Cn1c(C)nc2ccccc21)c1cccs1	13.3	-11.5	0.4	16.8	12.8	5.8	-29.2	25.1
C/C(=C\C(=O)c1ccc(Cl)cc1)Nc1ccc(N2CCOCC2)cc1	-21.6	-17.6	-3.6	2.8	7.1	2.2	-34.4	-9.1

Overlap with the part before: six compounds, followed by the next part.
SMILES	Jurkat NFkB inh	UBC13 polyUb	EBI2 block	CXCR6 inh	CCR6 antag	APJ antag	697 NFkB inh	Gli-Sufu block
Cc1ccc(S(=O)(=O)N(C)CC(=O)OCC(=O)N2CCN(c3ccccc3)CC2)cc1	2.8	2.8	-0.4	-6.0	9.7	0.5	18.6	-0.5
O=C(/C=C\NCC(=O)c1ccccc1)c1ccc2ccccc2c1	-24.6	-9.0	-4.0	8.0	35.6	-6.6	-14.5	-9.1
Cn1/c(=N/N=C/c2ccc(Cl)c([N+](=O)[O-])c2)sc2ccccc21	-22.7	6.3	-12.5	3.2	-1.7	-2.6	-0.4	26.6
CC(C)c1cc(-c2cc(-c3ccc(Cl)cc3)on2)nc(NC2CCCC2)n1	10.2	8.0	-3.9	-10.7	12.2	5.0	14.3	10.8
C/C(=N\NC(=O)Cn1c(C)nc2ccccc21)c1cccs1	13.3	-11.5	0.4	16.8	12.8	5.8	-29.2	25.1
C/C(=C\C(=O)c1ccc(Cl)cc1)Nc1ccc(N2CCOCC2)cc1	-21.6	-17.6	-3.6	2.8	7.1	2.2	-34.4	-9.1
Cc1ccc(C(=O)Nc2cc([N+](=O)[O-])ccc2F)s1	11.8	5.3	-5.5	12.0	13.7	-6.8	5.2	0.7
COc1ccccc1-n1c(=O)[nH]c2c(C(N)=O)nc(-c3cccnc3)nc21	-22.1	0.5	-0.8	-3.4	-7.8	-67.8	-18.1	18.7
C/C(=N\Nc1ccc(F)cc1F)c1ccc(N2CCOCC2)cc1	-11.2	-5.6	-4.6	-1.7	-4.3	-17.6	5.8	-19.0
CCOC(=O)C1=C(C)N(CCCCCC(=O)O)C(=O)NC1c1cccc([N+](=O)[O-])c1 (stereo unspecified)	-5.7	-3.8	-6.4	1.1	12.1	-10.5	9.7	1.9
Cc1cc(C)cc(NC(=O)CN2CCc3ccccc3C2)c1	1.1	-3.9	-0.2	6.1	13.9	-27.9	-22.4	-4.9
CN1CCCC1CCNc1ccc2c(=O)c3ccccc3oc2c1 (stereo unspecified)	-217.6	19.0	-5.8	-0.4	19.2	-11.1	-160.7	-15.6
COCC(=O)n1cc(C(=O)OC)c2ccccc21	-10.2	-1.7	-5.0	1.4	-11.1	-17.0	2.8	5.3
COc1ccc(N(CC(=O)NN=C2CCN(C)CC2)S(=O)(=O)c2ccc(NC(C)=O)cc2)cc1	-17.6	4.0	0.2	7.1	2.4	7.8	8.9	22.2
Cc1ccc(OCC(=O)N(Cc2ccccc2)c2c(N)n(Cc3ccccc3)c(=O)[nH]c2=O)c(C)c1	29.7	-6.0	-3.7	-0.7	3.8	20.4	11.3	4.0
O=C(CN1CCOCC1)Nc1cc(Cl)ccc1Cl	4.6	5.9	-13.6	4.2	10.4	-9.9	-0.4	-0.1
O=S(=O)(NN1CCOCC1)c1ccc(Br)cc1	6.3	-8.0	1.4	-3.3	0.8	9.9	13.1	0.3
Cc1ccccc1C(=O)NCC(=O)OC(C)C(=O)Nc1cccc(S(=O)(=O)N2CCOCC2)c1 (stereo unspecified)	4.8	-9.9	-4.0	-3.6	9.5	-76.8	2.4	-10.2
O=C(c1ccccn1)N1CCN(S(=O)(=O)c2ccc(F)cc2)CC1	-4.5	-6.7	-0.6	1.0	0.4	6.3	12.2	10.2
CC1C(=O)N2CCCc3cc(NC(=O)COc4ccc(Cl)cc4)cc1c32 (stereo unspecified)	4.4	3.5	5.0	-2.5	9.9	7.4	15.7	5.2
COc1ccc(CNC(=O)c2ccc3nccnc3c2)cc1	15.7	-4.6	1.4	-8.4	19.8	2.0	10.6	-5.3
NC(=NCc1ccccc1)c1cccc([N+](=O)[O-])c1	-10.7	-0.4	-2.7	-1.4	4.9	17.2	8.4	9.4
Cn1c(=O)c2c([nH]c(=O)n2C)n(Cc2ccccc2)c1=O	4.4	0.2	-1.4	8.1	5.1	11.2	3.8	-1.2
CN1CCN(Cc2cc(COCc3ccccc3)c3cccnc3c2O)CC1	4.0	26.1	-1.8	-3.3	11.9	1.3	-39.1	44.4
COc1ccc(C(=O)NCc2nnc(SC)n2Cc2ccccc2)cc1	6.4	13.3	-2.9	-1.4	5.2	3.6	2.8	-9.2
CC(C)c1cc(C(=O)N2CCCC(N3CCN(c4ccc(F)cc4)CC3)C2)n(C)n1 (stereo unspecified)	12.0	1.9	-8.2	-5.6	12.4	15.6	-29.2	37.9
CCOC(=O)CC(NS(=O)(=O)c1ccc(OC)c(C)c1)c1cccc([N+](=O)[O-])c1 (stereo unspecified)	-5.2	7.8	-2.8	-0.3	14.3	8.1	-11.7	-18.3
Cc1ccc(C(=O)N2CCCCCC2)cc1S(=O)(=O)Nc1ccccc1	10.6	2.4	-8.6	-2.2	7.1	19.1	19.0	2.8
CSc1nc(SCC(=O)NCc2ccco2)c2c3c(sc2n1)COC(C)(C)C3	-5.3	-1.1	20.0	6.6	9.5	4.7	1.1	2.3
Cc1cc(=O)oc(C)c1C(=O)NCCC(C)C	10.6	-13.3	-0.2	14.2	0.5	13.3	16.1	-2.8
CCCn1cc2c(c1-c1cccc(C)c1)c(=O)n(C)c(=O)n2C	-8.6	-5.0	-12.4	-5.8	-13.6	16.3	5.6	-0.8
O=C(NCc1cccnc1)Nc1ccc(Cl)cc1	2.4	6.8	-10.5	-10.1	8.1	2.3	6.3	-5.2

Compound activity as filed in PubChem.
